Pf growth 96h: P. falciparum growth inhibition at 96 hour, primary screen for plastid delayed-death inhibitors; P. falciparum luciferase reporter growth, 96 h; Potency, µM (highest dose often 28.7 µM), inactives show at the top dose activity change, negative = inhibition, hits mostly inhibitors; 320,000 tested, 6.9% active; further: potency means the concentration at half of the fitted maximal effect; on the % scale 0 is the no-effect control and ±100 the full control effect
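Infected RBCs, 2% Hct / 0.05% parasitemia final; luciferase-reporter P. falciparum; cpd 96 h, 37 C, 5% CO2; luciferase detection reagent; luminescence.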
Pf growth 48h: inhibits P. falciparum growth in the first generation, 48 h; P. falciparum luciferase growth in erythrocytes, 48 h; Potency, µM (titrated, usually from 28.7 µM), inactives show top-dose activity change, negative = inhibition, usual class: inhibitors; 310,000 tested, 5.9% active; further: potency means the concentration at half of the fitted maximal effect; on the % scale 0 is the no-effect control and ±100 the full control effect
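Compounds are pin-transferred into medium, infected erythrocytes (2% hematocrit, 0.1% parasitemia final) are added, and plates sit one parasite generation at 37 C in 5% CO2. Detection reagent is then added and luminescence measured.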
Cycloheximide cs: counter-screen hit for Shiga toxin inhibitors, cycloheximide; cell reporter, cycloheximide protein synthesis inhibition counterscreen; max response, %; 300,000 tested, 12% active; in the data active means max response mostly above about 13%, no sharp cut-off; inactive means mostly below about 14%; further: read at 38.3 µM for the half of the compounds with a filed dose; 0% is about no effect
FBPA Giardia inh: blocks Giardia fructose-bisphosphate aldolase activity | purified Giardia FBPA | Potency, µM (doses to about 59.6 µM), without a hit: at the top dose activity, negative = inhibition, hits mostly inhibitors | 290,000 tested, 0.71% active | AID 2451; further: potency means the concentration at half of the fitted maximal effect; on the % scale 0 is the no-effect control and ±100 the full control effect; nearly all actives have a fitted effect of over 55% in size
Target sequence (A8B2U2 whole entry, looked up): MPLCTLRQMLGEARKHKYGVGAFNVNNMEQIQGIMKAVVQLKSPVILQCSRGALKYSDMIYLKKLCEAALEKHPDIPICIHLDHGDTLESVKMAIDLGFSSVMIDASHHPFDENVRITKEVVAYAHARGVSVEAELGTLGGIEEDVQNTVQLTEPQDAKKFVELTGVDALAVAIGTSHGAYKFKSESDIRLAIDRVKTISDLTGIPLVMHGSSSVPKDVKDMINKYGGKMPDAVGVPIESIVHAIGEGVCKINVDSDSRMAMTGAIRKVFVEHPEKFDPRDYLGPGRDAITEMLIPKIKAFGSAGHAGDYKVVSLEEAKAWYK
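Giardia FBPA (40 nM reagent) was preincubated 10 min at RT with compound (up to 57.5 uM final), then substrate plus GAPDH/TPI/NAD/arsenate coupling system with diaphorase/resazurin was added; resorufin fluorescence (525/598 nm) was read after 20 min.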
Shiga toxin inh: blocks Shiga toxin action in Vero cells | Vero cells, Shiga toxin protein synthesis inhibition reporter | inhibition, % at 38.7 µM | 290,000 tested, 9.2% active; in the data active means inhibition mostly above about 28%, no sharp cut-off; inactive means mostly below about 43%; further: 0% is about no effect
HCV inhibitor: blocks hepatitis C virus; 340,000 tested, 3.4% active; Potency, µM (top dose mostly 41.8 µM), for inactives: top-dose activity change, negative = inhibition, actives largely listed as inhibitors; Huh7.5.1 HCVcc-Cre infection, luciferase reporter, 44 h; further: potency means the concentration at half of the fitted maximal effect; on the % scale 0 is the no-effect control and ±100 the full control effect
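Infectious HCVcc-Cre (~0.5 moi) was added to cells just after compound, with cells seeded 4 h earlier at 1,000 per well. Luciferase activity after 44 h culture reported infection; substrate was incubated 15 min at room temperature before reading.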
* = called active by the depositor; ? = inconclusive; nt = not tested or not shown; & = joins results of further samples; [ ] = another dose, or the depositor's remark. Unless noted, the call rests on the fitted dose curve; in most records, active means well fitted curve in the direction sought with a large enough effect; inconclusive means small, poorly fitted or top-dose-only effect, or another doubt; inactive means no such curve, though single readings can be large; an effect the other way counts as inactive or inconclusive.

SMILES	Pf growth 96h	Pf growth 48h	Cycloheximide cs	FBPA Giardia inh	Shiga toxin inh	HCV inhibitor
CC(OCCN(C)C)C(=O)C12CC3CC(CC(C3)C1)C2 (stereo unspecified)	23%	19%	1	1%	0	-3%
CN1C(=O)C(/C(N)=N/NC(=O)c2ccccc2)C2CC1(C)Oc1ccccc12 (stereo unspecified)	45%[activator]	10%	3	-1%	9	3%
O=C(Nc1c2ccccc2nc2ccccc12)C(Cl)(Cl)Cl	36%[activator]	1µM*	1	?	10	?
Cc1ccccc1NS(=O)(=O)c1ccc(C(=O)N2CCN(c3ccccn3)CC2)cc1	-4%	-30%	1	2%	11	?
Cc1ccc(C2C3=C(CC(C)(C)CC3=O)N(CCN3CCOCC3)C3=C2C(=O)CC(C)(C)C3)cc1	?	12µM*	20	-9%[12.9 µM]	-4	-8%
CN(C)S(=O)(=O)c1ccc2[nH]cc(/C=C/c3nc4ccccc4c(=O)n3-c3ccccc3)c2c1	?	9.3µM*	6	2%	-13	?
O=C(O)c1cccc(COc2ccc(CO)cc2Cl)c1	?	0.21µM*	6	22%	-5	0%&21%
CN(C)CCN1C(=O)C(=O)/C(=C(/O)c2ccc(S(=O)(=O)N3CCOCC3)cc2)C1c1ccc(F)cc1 (stereo unspecified)	-18%	11%	1	nt	-9	-14%
CCOc1ccc2[nH]c(=O)c(C(c3nnnn3C3CCCCC3)N3CCN(C)CC3)cc2c1 (stereo unspecified)	?	-10%	-4	-2%	-3	-5%
COC(=O)c1ccc(Cn2c(O)c(N=NC(N)=S)c3ccccc32)o1	?	-20%	1	-14%	-6	?
CCc1ccc(N2CN(CCc3ccccc3)CNC2=S)cc1	?	?	-2	1%	-2	-14%
CC(=O)Nc1ccc(S(=O)(=O)NCc2ccc(C(=O)NCCCN3CCC(C)CC3)cc2)cc1	1%	-26%	9	nt	2	10%
CCN(CC)CCN(C(=O)c1ccc(S(=O)(=O)N(CC)c2ccccc2)cc1)c1nc2c(OC)ccc(OC)c2s1	28%	20%	-3	-29%	-8	-25%
C=CCn1c(SCc2nc3sc(C(=O)O)c(C)c3c(=O)[nH]2)nnc1-c1ccc(F)cc1	-2%	-12%	-1	-26%	-13	11%
CCN(CC)C(=O)COc1ccc(/C(C)=N/Nc2ncc(Cl)cc2Cl)cc1	22%	-15%	28*	-11%	66*	11µM*
COc1ccc2c(-c3ccccc3)cc(SCC(=O)NC(N)=O)nc2c1	?	-24%	1	1%	-17	?
O=C(Cc1ccc(Cl)cc1)N/N=C/c1cccs1	?	0%	-4	1%	6	23%
O=C(Cn1nc(CNc2ccc(Cl)cc2)[n+]2c1CCCCC2)c1ccc(Cl)cc1	?	1µM*	11	-7%	33	31%[activator]
CC(=O)Nc1ccc(NC(=O)C2CCC(N3C(=O)C4C5C=CC(C6CC56)C4C3=O)CC2)cc1 (stereo unspecified)	-3%	40%[activator]	-4	1%	24	?
COc1ccc(-c2nc3c(n2O)CCCC3=O)cc1OC	50%[activator]	-2%	-5	-25%	20	14%
Cc1cc(NC(=O)CCCn2nc([N+](=O)[O-])c(Cl)c2C)no1	?	30%[5.75 µM]	-1	0%	4	19%
N#CCOc1nc(N2CCCC2)nc(N2CCCC2)n1	55%[activator]	nt	16	3%	16	?
COc1ccc(Nc2nc(OC)nc(N3CCN(c4ccc(OC)cc4)CC3)n2)cc1	?	9.3µM*	0	-2%	1	-9%&9%
Cc1nc(-c2ccc3c(c2)CCC(=O)N3)cs1	123%[activator]	119%[activator]	29*	3%	65*	0%
COc1ccccc1OCCNc1cc(N2CCOCC2)ccc1[N+](=O)[O-]	-23%	-2%	25*	-20%	7	14µM*
C=C(C)CSc1nnc([C@H](CCSC)NC(=O)OC(C)(C)C)o1	10µM*	nt	6	0%	24	15%
CCN1C(=O)CC(N2CCN(c3cccc(OC)c3)CC2)C1=O (stereo unspecified)	-11%	-23%	-2	1%	-13	20%
CC(C)Cc1nc2n[nH]c(N)c2c2c1CCCC2	2%	nt	-4	-5%	-6	20%
Cc1ccc(-n2nnnc2SCC(=O)Nc2c(C)n(C)n(-c3ccccc3)c2=O)cc1	nt	-3%	3	-3%	-12	-8%
Cc1cccc(-n2cc(-c3ccccc3)[nH]c2=S)c1	5%	?	17	21%	23	?

Three structures from above, sorted by heavy-atom count, descending:
SMILES	Pf growth 96h	Pf growth 48h	Cycloheximide cs	FBPA Giardia inh	Shiga toxin inh	HCV inhibitor
C=C(C)CSc1nnc([C@H](CCSC)NC(=O)OC(C)(C)C)o1	10µM*	nt	6	0%	24	15%
CC(C)Cc1nc2n[nH]c(N)c2c2c1CCCC2	2%	nt	-4	-5%	-6	20%
Cc1nc(-c2ccc3c(c2)CCC(=O)N3)cs1	123%[activator]	119%[activator]	29*	3%	65*	0%

Following part.
SMILES	Pf growth 96h	Pf growth 48h	Cycloheximide cs	FBPA Giardia inh	Shiga toxin inh	HCV inhibitor
O=C(CN1CCN(c2cccc(C(F)(F)F)c2)CC1)N(C1CCCC1)C1CCS(=O)(=O)C1 (stereo unspecified)	8.3µM*	15µM*	nt	nt	nt	?
Clc1cccc(Nc2c3c(nc4ncnn24)CCC3)c1	-29%	9.3µM*	-4	?	-10	?
COC(=O)c1cc2occc2n1CC(=O)Nc1ccc(OC)c(OC)c1OC	135%[activator]	nt	-3	0%	2	9%
O=C(NCCCNc1ccc(C(F)(F)F)cc1[N+](=O)[O-])c1ccc(F)cc1	?	-4%	-2	5%	19	?
CC(C)(C)NC(=O)C(c1ccc(F)cc1)N(Cc1ccco1)C(=O)c1csnn1 (stereo unspecified)	7%	-16%	-2	1%	-3	14%
CCCn1c(C)cc(C(=O)Cn2nnc3ccccc3c2=O)c1C	nt	423%[activator]	35*	-2%	82*	24%
CCc1ccc(NC(=O)COC(=O)CN2C(=O)COc3ccccc32)cc1	7%	nt	6	-1%	0	-13%
Cc1ccc(S(=O)(=O)N(c2nc(NC(C)C)nc(NC(C)C)n2)n2cnnc2)cc1	-8%	-47%	-2	4%	-8	-5%
NC(=S)N/N=C1\CCSc2ccc(Cl)cc21	?	-3%	-1	?	-18	?
Cc1ccc(C)c(Cn2c(C(=O)O)c(C=O)c3ccccc32)c1	26%	45%[activator]	4	7%	-4	16%
C/C(=N\OCC(=O)Nc1ccc(F)c(F)c1F)c1cc2ccccc2o1	?	1%	14	3%	10	-4%
CC(=O)c1cccc(NC(=O)c2sc3nc4n(c(=O)c3c2C)CCCCC4)c1	29%	-1%	16	nt	-4	?
N#CCCn1cc(C(=O)Nc2ccccc2Br)c(-c2cccs2)n1	-4%	3%	-3	-9%	-19	1%
Cc1ccc(OCC(=O)NS(=O)(=O)c2ccccc2)cc1	131%[activator]	5%	-3	18%	-13	3%
COc1ccc(C2C(C(C)=O)=C(O)C(=O)N2Cc2cccnc2)cc1 (stereo unspecified)	243%[activator]	10%	-3	-4%	8	-3%
O=C(O)CC12CC3CC(C1)CC(n1ncc(NCc4ccccc4Cl)c(Cl)c1=O)(C3)C2	-30%	?	-1	-1%	-6	8%
CCC(C)(C)C1CCC(=NNS(=O)(=O)c2ccc(C)c([N+](=O)[O-])c2)CC1 (stereo unspecified)	31%[activator]	24%	-2	3%	-13	-6%
CCn1c(-c2cccn(Cc3ccc(Cl)cc3Cl)c2=O)n[nH]c1=S	?	?	-2	-5%	-10	-3%
COc1ccc([C@@H]2CC=C(C(=O)O)[C@H](c3ccccc3F)N2S(=O)(=O)c2ccccc2C)cc1	?	?	nt	nt	nt	21%
COc1ccc(-c2noc(CN(C)Cc3ccccc3)n2)c(OC)c1OC	3.7µM*	11%	15*	-1%	20	?
COc1ccc(C(=O)C2CN(c3ccccc3)CC2c2ccc(Cl)cc2)cc1 (stereo unspecified)	?	?	1	3%	-7	-14%
FC(F)(F)c1cccc(Cn2c3[n+](c4ccc(C(F)(F)F)cc42)CCCCC3)c1	?	4.1µM*	-3	0%	27	23%
CCn1c(=O)cc(OCC(=O)Nc2ccccc2N2CCN(C)CC2)c2ccccc21	9.3µM*	nt	4	4%	-8	-20%
COCCN1CN(S(=O)(=O)c2ccccc2)c2nc3ccccc3nc21	-42%	-13%	5	12%	7	4%
O=C(c1cnn(C(=O)c2ccccc2F)c1)c1ccccc1O	?	28%	nt	nt	nt	5%
Cc1ccc2nc(NC(=O)CCCc3nc4ccccc4s3)sc2c1	160%[activator]	nt	42*	-4%	117	-2%
CN1CCc2nc(SC(C(=O)O)c3ccccc3)c(C#N)c(-c3cccs3)c2C1 (stereo unspecified)	3%	-14%	-2	0%	-9	10µM*
O=C(O)c1ccc(S(=O)(=O)N[C@H](Cc2ccc(C(F)(F)F)cc2)C(=O)O)cc1	-5%	21%	-3	3%	2	nt
CCC(C)(C)NC(=O)C(c1cccnc1)N(C(=O)c1csnn1)c1ccccc1 (stereo unspecified)	2%	25%	6	12%	16	10%
O=C(Cc1ccc(Cl)cc1)Nc1ccccc1N1CCN(C(=O)c2ccccc2)CC1	?	?	1	nt	-1	?
Cc1ccc(/C=C/C(=O)NCCCN2CCN(CCCNC(=O)/C=C/c3ccc(C)o3)CC2)o1	311%[activator]	-25%	-1	-1%	6	4%
O=C(Nc1cc(Sc2nc3ccccc3s2)cc([N+](=O)[O-])c1)c1ccccc1F	?	?	9	-5%	-3	10µM*
CCc1ccccc1NC(=S)N(CCOC)C(C)c1ccco1 (stereo unspecified)	-2%	?	-5	0%	-4	-4%
O=C(Nc1ccc2ccccc2c1)N1CCN(c2ncccc2C(F)(F)F)CC1	?	?	1	?	-17	?
O=C(NC1CCCCC1)N1CCNCC1	-16%	40%[activator]	-1	-18%	-7	20%
CC(Oc1ccccc1)C(=O)N=C1SC2CS(=O)(=O)CC2N1c1ccc(F)cc1 (stereo unspecified)	-11%	-21%	-1	nt	5	4%
CNc1oc(-c2ccccc2)nc1S(=O)(=O)c1ccc(C)cc1	?	-12%	0	nt	-17	8%
Cn1cc(/C=N\O)nc2c(=O)n(-c3ccccc3)c(=O)nc1-2	?	?	-3	-29%	-3	18%
Clc1ccc(Cl)c(-c2ccc(/C=N/c3ncn[nH]3)o2)c1	3%	14%	-3	-3%	-4	19%
Cc1cc(C)n2nc(SCCOc3ccccc3)nc2n1	3%	89%[activator]	11*	3%	75	-2%
CS(=O)(=O)Nc1ccccc1C(=O)NCCSCc1ccccc1	36%[activator]	30%[activator]	-2	7%	-5	-21%
COc1ccc(C(=O)NCCc2nnc3ccc(SCC(=O)NCCc4ccc(OC)c(OC)c4)nn23)cc1	3%	-12%	1	1%	2	11%
CCOc1ccc(C(=O)NC(=S)NCc2cccnc2)cc1[N+](=O)[O-]	49%[activator]	-1%	-3	-6%	12	?
CCC1=C(c2ccc(C)cc2)S(=O)(=O)N=C1N1CCC(C(=O)NCCCN2CCCCC2C)CC1 (stereo unspecified)	-1%	-28%	8	12%	-10	4%
COc1ccc([N+](=O)[O-])cc1NC(=O)C(C)OC(=O)Cn1[nH]c(=O)c2ccccc2c1=O (stereo unspecified)	23%	35%[activator]	nt	nt	nt	-4%
CC1(C)CCCC2=C1CC1C(=O)N(Cc3cccnc3)C(=O)C1C2 (stereo unspecified)	-12%	-4%	-1	1%	-3	6%

A portion from the list above, for reference:
SMILES	Pf growth 96h	Pf growth 48h	Cycloheximide cs	FBPA Giardia inh	Shiga toxin inh	HCV inhibitor
CCC1=C(c2ccc(C)cc2)S(=O)(=O)N=C1N1CCC(C(=O)NCCCN2CCCCC2C)CC1 (stereo unspecified)	-1%	-28%	8	12%	-10	4%
COc1ccc([N+](=O)[O-])cc1NC(=O)C(C)OC(=O)Cn1[nH]c(=O)c2ccccc2c1=O (stereo unspecified)	23%	35%[activator]	nt	nt	nt	-4%
CC1(C)CCCC2=C1CC1C(=O)N(Cc3cccnc3)C(=O)C1C2 (stereo unspecified)	-12%	-4%	-1	1%	-3	6%

High-throughput results: PubChem BioAssay, National Center for Advancing Translational Sciences (NCATS)
